PAD4 FP inh – PAD4 (human) enzyme inhibition. hit rate 0.41% among 330,000. Q9UM07. recombinant PAD4, RCA probe fluorescence polarization. AID 485272. inhibition, % at 6.36 µM;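 active = percent inhibition above a cutoff equal to the mean of all tested compounds plus 3 SD, cut at about 15% in these data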;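 note: 0% = PAD4 with RCA probe and DMSO and 100% = probe without PAD4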
PREPL inh – inhibits the human prolyl oligopeptidase-like enzyme; inhibition, % at 5.96 µM; recombinant PREPL, fluorescence polarization activity-based probe; Q4J6C6; hit rate 0.68% among 320,000; in the data active = inhibition above about 43%;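 note: 0% = enzyme with DMSO and 100% = wells lacking enzyme; many of its hits are not listed in these tables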
Target sequence (Q4J6C6 whole entry, looked up): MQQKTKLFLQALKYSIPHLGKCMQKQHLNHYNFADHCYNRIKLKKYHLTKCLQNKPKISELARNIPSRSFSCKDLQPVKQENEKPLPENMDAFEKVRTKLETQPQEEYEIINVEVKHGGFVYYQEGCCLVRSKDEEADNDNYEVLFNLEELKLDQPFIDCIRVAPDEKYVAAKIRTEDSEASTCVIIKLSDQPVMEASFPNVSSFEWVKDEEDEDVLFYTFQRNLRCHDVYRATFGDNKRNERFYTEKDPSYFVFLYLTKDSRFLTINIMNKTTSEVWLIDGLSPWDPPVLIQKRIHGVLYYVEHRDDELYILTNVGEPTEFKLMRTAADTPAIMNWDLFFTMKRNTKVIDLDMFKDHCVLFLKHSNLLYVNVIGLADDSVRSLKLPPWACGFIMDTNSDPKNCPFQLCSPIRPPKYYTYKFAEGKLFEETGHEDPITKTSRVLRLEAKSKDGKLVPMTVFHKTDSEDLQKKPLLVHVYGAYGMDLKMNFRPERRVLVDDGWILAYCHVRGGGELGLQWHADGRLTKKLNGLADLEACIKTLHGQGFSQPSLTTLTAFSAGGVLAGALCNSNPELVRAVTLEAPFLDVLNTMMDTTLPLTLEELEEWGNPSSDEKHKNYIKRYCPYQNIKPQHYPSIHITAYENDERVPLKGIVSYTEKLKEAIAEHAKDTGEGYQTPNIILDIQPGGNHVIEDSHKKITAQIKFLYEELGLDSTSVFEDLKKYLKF
ZTA counter – counter-screen for EBNA-1 inhibitors: inhibitors of Epstein-Barr virus ZTA | P03206 | ZTA-DNA binding, fluorescence polarization | inhibition, % at 11 µM | hit rate 0.15% among 320,000 | AID 2234; in the data active = inhibition above about 33%
PAFAH1B3 inh – inhibitors of human PAFAH1B3; AID 492972; recombinant PAFAH1B3, FP-rhodamine probe, fluorescence polarization; hit rate 0.28% among 340,000; inhibition, % at 3.39 µM;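 active = inhibition above the screen-wide average of all tested compounds plus 3 SD, cut at about 25% in these data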;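 note: 0% = enzyme with DMSO only and 100% = wells lacking PAFAH1B3 protein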
PAFAH2 inh – PAFAH2 (human) inhibition | Q99487 | recombinant PAFAH2, FP-rhodamine activity probe, fluorescence polarization | inhibition, % at 3.39 µM | hit rate 0.99% among 340,000 | AID 492956;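 active = inhibition above the mean over all tested compounds plus 3 SD, cut at about 30% in these data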;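 note: inhibitors block probe labeling of enzyme so polarization drops; 0% = enzyme with DMSO and 100% = wells lacking PAFAH2 protein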
EBNA-1 inhibitor – blocks EBNA-1 binding to DNA | hit rate 0.34% among 300,000 | AID 1950 | EBNA-1 DNA binding, fluorescence polarization | inhibition, % at 14.8 µM; in the data active = inhibition above about 28%
LYPLA1 inh – blocks human lysophospholipase 1, a PME1 counter-screen; O75608; recombinant LYPLA1, FP-Rh probe fluorescence polarization; inhibition, % at 5.9 µM; hit rate 0.16% among 320,000; AID 2174;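 active = inhibition above the mean of all tested compounds plus 3 SD, set per campaign, cut at about 14% in these data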;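 note: inhibitors block serine hydrolase probe labeling of LYPLA1 so polarization falls; 0% = enzyme with DMSO and 100% = wells lacking LYPLA1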
LYPLA2 inh – blocks human lysophospholipase 2, a PME1 counter-screen; O95372; recombinant LYPLA2, FP-Rh probe fluorescence polarization; inhibition, % at 5.9 µM; hit rate 0.38% among 320,000;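 active = inhibition above the screen-wide mean plus 3 SD, limit set per campaign, cut at about 26% in these data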;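 note: 0% = LYPLA2 with DMSO and 100% = wells lacking LYPLA2 enzyme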
GSTO1 counter – blocks human GSTO1 in RBBP9 counter-screen. inhibition, % at 5.96 µM. recombinant GSTO1, activity-based probe fluorescence polarization. hit rate 1.1% among 300,000;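 active = inhibition above the campaign mean inhibition plus 3 SD, cut at about 35% in these data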;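 note: 0% = GSTO1-1 with DMSO and 100% = wells lacking GSTO1-1 enzyme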
* hit, by the source's call; x = no result given. An excerpt; rates above refer to the full screens.

(1) CC(C)N(Cc1ccccc1)C(=O)COC(=O)/C=C/c1cnc2ccccc2n1
(2) O=C(Cc1ccc(F)cc1)N1CCN(c2ccc(F)cc2)CC1
(3) O=C(Nc1ccc(Cl)cc1)C1CCCN(S(=O)(=O)c2cnc[nH]2)C1 (stereo unspecified)
(4) O=C(Cn1cnc2c(OCc3ccccc3)ncnc21)N1CCN(c2ccccn2)CC1
(5) CCCCN1C(=O)/C(=C2/Sc3ccc(OC)cc3N2CC)SC1=S
(6) COc1ccc(N2CCN(C(=O)C3CCN(S(=O)(=O)c4ccccc4)CC3)CC2)cc1
(7) Cn1c(=O)[nH]c(=O)c2c1nc(CN1CCOCC1)n2Cc1ccccc1
(8) O=[N+]([O-])c1cccc(CSc2nnc3ccccn23)c1
(9) CCOC(=O)C1CCN(C2=NC(=O)/C(=C/c3ccc(O)cc3)S2)CC1
(10) COCCn1c(N)c(N(Cc2ccccc2)C(=O)c2cc3ccccc3o2)c(=O)[nH]c1=O

| Screen / compound no. | 1 | 2 | 3 | 4 | 5 | 6 | 7 | 8 | 9 | 10 |
| --- | --- | --- | --- | --- | --- | --- | --- | --- | --- | --- |
| ZTA counter | -14 | -3 | 3 | x | -10 | 16 | 4 | -9 | -3 | -7 |
| PAFAH1B3 inh | -1 | 11 | 9 | 7 | 12 | 2 | 3 | 14 | 4 | 0 |
| PREPL inh | 7 | -4 | -4 | 26 | 8 | 4 | 3 | 13 | 1 | -4 |
| GSTO1 counter | -11 | 2 | 5 | x | 7 | 5 | 4 | 8 | 5 | 12 |
| PAFAH2 inh | -5 | 0 | 5 | 1 | 3 | -1 | -4 | -2 | 0 | -3 |
| PAD4 FP inh | -2 | -6 | 1 | -11 | -1 | -2 | 4 | 0 | -4 | 4 |
| LYPLA1 inh | 4 | 1 | -3 | x | 2 | -2 | -1 | 5 | 1 | -3 |
| LYPLA2 inh | 6 | 0 | -3 | x | 8 | 38* | 5 | 3 | 5 | -8 |
| EBNA-1 inhibitor | -8 | -5 | -2 | x | -10 | 7 | 4 | 0 | 0 | -8 |

(11) Cc1cnccc1CN(C)C(=O)C1CCC(=O)N(Cc2ccccc2F)C1 (stereo unspecified)
(12) CCOC(=O)/C(=C/c1ccc(OC(=O)c2ccccc2)cc1)C(C)=O
(13) CCC(=O)NC(NC(=S)Nc1c(C)n(C)n(-c2ccccc2)c1=O)C(Cl)(Cl)Cl (stereo unspecified)
(14) Cc1nc(SCC(=O)NC(=O)NCc2ccccc2)nc(C)c1C
(15) C#CCOCCOCCOCCNc1nc(N2CCN(C(=O)[C@H]([C@@H](C)CC)n3cc([C@@H](N)CO)nn3)CC2)nc(N2CCN(C(=O)[C@H](Cc3cc4ccccc4[nH]3)n3cc([C@@H](N)Cc4ccc(O)cc4)nn3)CC2)n1
(16) Cc1cccc(N(CC(=O)NC(C)(C)C)C(=O)CS(=O)CC(=O)Nc2ccc(F)cc2)c1 (stereo unspecified)
(17) O=C(CNCCCO)Nc1cc(C(F)(F)F)cc(NC(=O)CNCCCO)c1Cl
(18) O=C(O)c1ccc(CNCc2ccccc2F)cc1
(19) COc1ccnc(Oc2ccc(F)cc2)c1C(=O)N/C=N/OCc1ccccc1
(20) COC(=O)c1ccc(C23CC4(C2)[C@H](CN(Cc2cccnc2)[C@@H]4c2ccccc2)C3c2ccc(C(F)(F)F)cc2)cc1 (stereo partly specified)

| Screen / compound no. | 11 | 12 | 13 | 14 | 15 | 16 | 17 | 18 | 19 | 20 |
| --- | --- | --- | --- | --- | --- | --- | --- | --- | --- | --- |
| ZTA counter | -1 | -11 | -23 | 8 | 4 | -10 | 6 | 16 | -1 | -2 |
| PAFAH1B3 inh | 10 | 0 | 0 | -4 | x | -4 | 8 | 1 | 7 | x |
| PREPL inh | 0 | 16 | 7 | -8 | 49* | 4 | 5 | 3 | -4 | -8 |
| GSTO1 counter | 9 | 11 | 0 | 0 | 10 | 4 | 3 | 5 | -2 | 0 |
| PAFAH2 inh | 1 | -16 | 3 | 2 | x | 0 | -9 | 6 | 7 | x |
| PAD4 FP inh | 2 | 1 | -7 | -4 | -1 | 3 | -1 | 0 | 0 | 0 |
| LYPLA1 inh | -4 | 0 | 2 | -2 | -4 | 1 | 0 | 2 | 0 | 0 |
| LYPLA2 inh | -10 | 10 | -5 | 8 | 2 | 1 | 5 | -2 | 11 | -6 |
| EBNA-1 inhibitor | 4 | 5 | -4 | 4 | -5 | -4 | -1 | 7 | -2 | 14 |

Eleven compounds already listed, arranged by heavy-atom count, rising:
(18) O=C(O)c1ccc(CNCc2ccccc2F)cc1
(8) O=[N+]([O-])c1cccc(CSc2nnc3ccccn23)c1
(2) O=C(Cc1ccc(F)cc1)N1CCN(c2ccc(F)cc2)CC1
(5) CCCCN1C(=O)/C(=C2/Sc3ccc(OC)cc3N2CC)SC1=S
(9) CCOC(=O)C1CCN(C2=NC(=O)/C(=C/c3ccc(O)cc3)S2)CC1
(13) CCC(=O)NC(NC(=S)Nc1c(C)n(C)n(-c2ccccc2)c1=O)C(Cl)(Cl)Cl (stereo unspecified)
(1) CC(C)N(Cc1ccccc1)C(=O)COC(=O)/C=C/c1cnc2ccccc2n1
(6) COc1ccc(N2CCN(C(=O)C3CCN(S(=O)(=O)c4ccccc4)CC3)CC2)cc1
(4) O=C(Cn1cnc2c(OCc3ccccc3)ncnc21)N1CCN(c2ccccn2)CC1
(20) COC(=O)c1ccc(C23CC4(C2)[C@H](CN(Cc2cccnc2)[C@@H]4c2ccccc2)C3c2ccc(C(F)(F)F)cc2)cc1 (stereo partly specified)
(15) C#CCOCCOCCOCCNc1nc(N2CCN(C(=O)[C@H]([C@@H](C)CC)n3cc([C@@H](N)CO)nn3)CC2)nc(N2CCN(C(=O)[C@H](Cc3cc4ccccc4[nH]3)n3cc([C@@H](N)Cc4ccc(O)cc4)nn3)CC2)n1

| Screen / compound no. | 18 | 8 | 2 | 5 | 9 | 13 | 1 | 6 | 4 | 20 | 15 |
| --- | --- | --- | --- | --- | --- | --- | --- | --- | --- | --- | --- |
| ZTA counter | 16 | -9 | -3 | -10 | -3 | -23 | -14 | 16 | x | -2 | 4 |
| PAFAH1B3 inh | 1 | 14 | 11 | 12 | 4 | 0 | -1 | 2 | 7 | x | x |
| PREPL inh | 3 | 13 | -4 | 8 | 1 | 7 | 7 | 4 | 26 | -8 | 49* |
| GSTO1 counter | 5 | 8 | 2 | 7 | 5 | 0 | -11 | 5 | x | 0 | 10 |
| PAFAH2 inh | 6 | -2 | 0 | 3 | 0 | 3 | -5 | -1 | 1 | x | x |
| PAD4 FP inh | 0 | 0 | -6 | -1 | -4 | -7 | -2 | -2 | -11 | 0 | -1 |
| LYPLA1 inh | 2 | 5 | 1 | 2 | 1 | 2 | 4 | -2 | x | 0 | -4 |
| LYPLA2 inh | -2 | 3 | 0 | 8 | 5 | -5 | 6 | 38* | x | -6 | 2 |
| EBNA-1 inhibitor | 7 | 0 | -5 | -10 | 0 | -4 | -8 | 7 | x | 14 | -5 |

Other records
(21) COc1ccc(/C=C2/SC(=O)N(CC(O)Cn3c4ccccc4c4ccccc43)C2=O)cc1 (stereo unspecified)
(22) COCCNC(=O)CSc1ccc(C)cc1
(23) CN(C)CCCN(C(=O)COc1ccc(Cl)cc1)c1nc2cc3c(cc2s1)OCO3
(24) COc1ccccc1NC(=O)CSc1nc2ccccc2c(=O)n1CCNC(C)=O
(25) O=S(=O)(Nc1ncccn1)c1cc(Cl)ccc1Cl

| Screen / compound no. | 21 | 22 | 23 | 24 | 25 |
| --- | --- | --- | --- | --- | --- |
| ZTA counter | 13 | 10 | -14 | 19 | -9 |
| PAFAH1B3 inh | -26 | 6 | 10 | 1 | 4 |
| PREPL inh | 13 | -4 | 14 | -4 | -16 |
| GSTO1 counter | 0 | -5 | 7 | 4 | -4 |
| PAFAH2 inh | -36 | -5 | 6 | 0 | 7 |
| PAD4 FP inh | 2 | 2 | 3 | 0 | 0 |
| LYPLA1 inh | -25 | 0 | -4 | -4 | -1 |
| LYPLA2 inh | -45 | 2 | 4 | -2 | -3 |
| EBNA-1 inhibitor | -6 | 8 | -7 | 7 | 0 |
